Source: PubChem (National Center for Advancing Translational Sciences (NCATS))
ALOX12 inhib = qHTS Assay for Inhibitors of 12-hLO (12-human lipoxygenase); Polyunsaturated fatty acid lipoxygenase ALOX12 (Homo sapiens), P18054; purified 12-hLO, xylenol orange hydroperoxide absorbance; Potency, µM (highest dose often 57.1 µM), for the others: top-dose activity change, negative = inhibition, hits mostly inhibitors; 150,000 compounds, 0.12% hits; note: potency is the fitted concentration of half-maximal effect; nearly all actives have a fitted effect of over 55% in size; many of its hits are not listed in these tables
Target sequence (P18054 whole entry, looked up): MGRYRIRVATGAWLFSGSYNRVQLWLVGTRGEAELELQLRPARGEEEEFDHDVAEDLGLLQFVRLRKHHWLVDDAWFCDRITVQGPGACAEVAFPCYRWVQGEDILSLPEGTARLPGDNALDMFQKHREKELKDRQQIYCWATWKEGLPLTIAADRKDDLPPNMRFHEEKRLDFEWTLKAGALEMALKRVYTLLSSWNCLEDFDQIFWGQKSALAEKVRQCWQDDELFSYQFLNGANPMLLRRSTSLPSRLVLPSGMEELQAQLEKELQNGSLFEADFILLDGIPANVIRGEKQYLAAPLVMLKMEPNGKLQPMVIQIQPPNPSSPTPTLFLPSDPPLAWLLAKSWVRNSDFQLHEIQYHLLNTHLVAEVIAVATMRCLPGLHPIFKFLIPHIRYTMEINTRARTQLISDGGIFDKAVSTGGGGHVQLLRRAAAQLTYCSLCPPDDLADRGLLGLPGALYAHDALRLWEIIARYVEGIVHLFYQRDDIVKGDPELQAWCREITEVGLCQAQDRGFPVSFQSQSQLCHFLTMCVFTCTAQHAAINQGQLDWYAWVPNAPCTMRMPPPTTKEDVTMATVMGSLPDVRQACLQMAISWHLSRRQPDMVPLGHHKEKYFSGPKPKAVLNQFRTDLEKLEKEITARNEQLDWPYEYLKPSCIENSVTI
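Purified human 12hLO (150 nM final) was preincubated with compounds for 15 min at room temperature in 25 mM Hepes pH 7.0, 0.01% Triton X-100, then reacted with 40 uM arachidonic acid for 30 min. Hydroperoxide was detected with ferrous iron/xylenol orange.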
IMPase cell inh = qHTS Assay for Identifying the Cell-Membrane Permeable IMPase Inhibitors; inhibition (IP1 accumulation), % at 46.1 µM; AID 901, 2007; CHO-M1 cells, IP1 accumulation, HTRF TR-FRET ratio; 120,000 tested, under 10 active; active = well fitted curve in the direction sought with a large enough effect in the signal ratio, not every such curve was filed as active; inconclusive = small, poorly fitted or top-dose-only effect, or a change in a side signal; inactive = no such curve, though single readings can be large or run the other way; the % refers to the signal ratio;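 note: cells stimulated with carbachol in lithium chloride buffer; plate controls were DMSO basal wells for no effect and reference inhibitor wells for full effect; higher means more IMPase inhibition seen as more IP1 and lower FRET ratio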
Target sequence (P97697 whole entry, looked up): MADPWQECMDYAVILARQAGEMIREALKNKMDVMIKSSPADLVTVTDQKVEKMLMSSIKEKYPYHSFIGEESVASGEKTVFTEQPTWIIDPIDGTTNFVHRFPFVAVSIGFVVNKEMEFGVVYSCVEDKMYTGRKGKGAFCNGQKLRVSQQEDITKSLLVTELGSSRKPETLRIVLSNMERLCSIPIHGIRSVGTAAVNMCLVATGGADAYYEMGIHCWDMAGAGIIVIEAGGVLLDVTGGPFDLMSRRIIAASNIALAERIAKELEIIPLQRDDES
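CHO-M1 cells (CHO stably expressing M1 receptor), compound up to 46 uM final, stimulated with carbachol (50 uM as added) in buffer with 50mM LiCl, pH 7.4, 30 min at 37C. Cytosolic IP1 read by TR-FRET; AC50 from Hill fits.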
15-hLO-2 inh = qHTS Assay for Inhibitors of 15-hLO-2 (15-human lipoxygenase 2); Polyunsaturated fatty acid lipoxygenase ALOX15B (Homo sapiens), O15296; purified 15hLO-2, xylenol orange hydroperoxide absorbance; Potency, µM (top dose mostly 57.1 µM), without a hit: at the top dose activity change, negative = inhibition, actives largely listed as inhibitors; 110,000 compounds, 0.56% hits; note: potency is the fitted concentration of half-maximal effect; nearly all actives have a fitted effect of over 60% in size; many of its hits are not listed in these tables
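Read-out: hydroperoxide product oxidises ferrous iron, measured as xylenol orange complex via the 573-to-405 nm absorbance ratio after 30 min. Reaction: 50 nM enzyme, 15 min compound preincubation, 45 uM arachidonic acid, 90 min RT, Hepes pH 7.5 with Triton X-100.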
PNC assembly inh = High Content Assay for Compounds that inhibit the Assembly of the Perinucleolar Compartment. PC3M PTB-GFP, PNC prevalence imaging, 16 h; hits give low values. activity change (PNC), negative = inhibition, % at 10 µM. 140,000 compounds, 3.1% hits;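 active = readout at or below -70, meaning at least 70% loss of cells showing the perinucleolar compartment, a nuclear body marking cancer cells; inconclusive = readout between -30 and a set limit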;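 note: plate controls were DMSO wells for no effect and camptothecin positive control wells for full effect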
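Compounds are pinned in duplicate onto adhered PC3M cells stably expressing GFP-tagged PTB and incubated 16 h at 37 C. Cells are then fixed, nuclei stained with Hoechst, and PNC-positive cells counted.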
An asterisk follows results filed as active; ? = inconclusive; · = no result given; & = joins results of further samples; [ ] = remark or other dose. Unless noted, calls come from the whole dose curve; as a rule, active = well fitted curve in the direction sought with a large enough effect; inconclusive = small, poorly fitted or top-dose-only effect, or another doubt; inactive = no such curve, though single readings can be large; an effect the other way counts as inactive or inconclusive. Unless noted, % is set by controls: 0 for no effect and ±100 for the full control effect. Only part of the results is shown; the hit share may differ from the screen's.

compound | ALOX12 inhib | IMPase cell inh | 15-hLO-2 inh | PNC assembly inh
CCCCNC(=O)C1CCCN1C(=O)Nc1ccccc1 (configuration not stated) | -1% | 7 | · | ?
CCOC(=O)c1ccc(CNC(=O)C(Cc2c[nH]c3ccccc23)NC(C)=O)o1 (configuration not stated) | -1% | -1 | 0% | ?
CCOC(=O)c1c(C)[nH]c2ccc(O)cc12 | -6% | 1 | -7% | 20
O=C(NCc1ccco1)C(c1ccc(F)cc1)N(Cc1cccnc1)C(=O)Cn1nnc2ccccc21 (configuration not stated) | -2% | -3 | 13% | 27
CCOCCc1nnc(NC(=O)Cc2ccccc2)s1 | -1% | 2 | -3% | 19
CC(C)NS(=O)(=O)c1ccc(NC(=O)CCc2ccccc2)cc1 | -10% | 0 | -10% | -8
O=C(c1ccco1)N1CCN(S(=O)(=O)c2cccs2)CC1 | -1% | -7 | 0% | -17
O=C(Nc1ccccc1N1CCOCC1)c1ccc2ccccc2n1 | -4% | 8 | 0% | 0
Fc1ccc(-c2nnc3ccc(N4CCc5ccccc5C4)nn23)cc1 | -9% | 6 | -16% | -10
Cc1ccc(OCC(=O)Nc2ccc(-c3nnc(-c4ccco4)o3)cc2)cc1 | 7% | -8 | -21% | 64

The listing continues:
compound | ALOX12 inhib | IMPase cell inh | 15-hLO-2 inh | PNC assembly inh
O=C(CSc1nnc(CNC(=O)c2cccs2)o1)NC1CCCCC1 | -6% | -2 | -9% | ?
COc1ccc(-n2c(SCC(=O)Nc3ccc([N+](=O)[O-])cc3OC)nc3ccccc32)cc1 | -1% | · | · | 12
FC(F)(F)c1ccc(CN2C[C@@H]3C(c4ccccc4)C4(c5ccccc5)CC3(C4)[C@H]2c2ccccc2)cc1 (some centres not stated) | -6% | · | 23% | ·
Cc1ccc(Cl)cc1NC(=O)CSC(N)=O | -5% | -3 | ? | ?
O=C(COC(=O)c1ccccc1C(=O)c1ccccc1)Nc1cccc([N+](=O)[O-])c1 | -8% | · | · | -22
CCn1c(C(C)NC(C)=O)nc2ccccc21 (configuration not stated) | -3% | 9 | 2% | -15
CCc1nnc(NC(=O)CSc2nnnn2C)s1 | -2% | 4 | · | 144
CCOC(=O)c1cc2c(=O)n3ccccc3nc2n(CCCOC)c1=NC(=O)c1cccnc1 | -2% | 4 | · | 219
O=C(Nc1ccc(OC(=O)c2ccncc2)cc1)c1ccncc1 | 4% | 8 | · | 86
C=CCNC(=O)C1CC=CCC1C(=O)O (configuration not stated) | -3% | -1 | -2% | 9

Continued:
compound | ALOX12 inhib | IMPase cell inh | 15-hLO-2 inh | PNC assembly inh
O=C(C1CC(=O)N(C2CCCC2)C1)N1CCC(Cc2ccccc2)CC1 (configuration not stated) | 5% | -4 | 5% | -106*
COC(=O)/C=C\C(=O)Nc1cccc([N+](=O)[O-])c1 | -10% | 16 | · | ?
Cn1c(=O)c(-c2ccccc2)nc2ccccc21 | -2% | 4 | · | -8
O=C1CC(c2ccc(F)cc2)SC(N(c2ccccc2)c2ccccc2)=N1 (configuration not stated) | -1% | · | · | 36
O=c1cc(CO)occ1OCc1ccccc1 | -3% | -7 | -10% | -18
Oc1c(C=C2N=c3ccccc3=N2)sc(=S)n1-c1ccc(F)cc1 | 1%&-9% | 4&6 | -17% | ?
Cc1ccccc1NC(=O)NC1(C(=O)NCCCN2CCOCC2)CCCCC1 | 5% | 2 | · | 20
COc1cc(NC(=O)c2ccc(Br)o2)ccc1NC(=O)C(C)C | -5% | -2 | 2% | 3
CCOC(=O)/C(C#N)=C/c1cn(CCOc2ccccc2)c2ccccc12 | -3% | -2 | · | 0
COc1ccc(CCN2C(=O)c3cccc4cccc(c34)C2=O)cc1OC | -2% | 0 | 6% | 27

More structures:
compound | ALOX12 inhib | IMPase cell inh | 15-hLO-2 inh | PNC assembly inh
O=C1CSC(c2ccc(F)cc2)N1c1nnc(C23CC4CC(CC(C4)C2)C3)s1 (configuration not stated) | 3% | 6 | 7% | ?
COc1c2occc2c(OC)c2c(=O)cc(C(F)(F)F)oc12 | 10% | -3 | 1% | ?
COc1ccc(Cn2nnc3c(=O)[nH]c(C(=O)NCCc4ccc(F)cc4)nc32)cc1OC | -4% | 7 | -3% | 3
Cc1ccc(-n2c(SCC(=O)Nc3cc(C)on3)nc3ccccc3c2=O)cc1 | 0% | -4 | -8% | 14
CC(=O)Cc1nsc(NC(=O)C2Cc3ccccc3C(=O)O2)n1 (configuration not stated) | 2% | 4 | 4% | 1
COc1ccccc1C(=O)NC(=S)N1CCCc2ccccc21 | -13% | 10 | ? | -11
CC(=O)OC1CC2C(C)(C)C(O)CC(O)[C@@]2(C)C2CC[C@@]3(C)C(=CC(=O)OC3c3ccoc3)[C@]12C (some centres not stated) | -4% | · | -8% | ·
COc1ccc(-n2c(=O)c3ccccc3n(Cc3ccc(F)cc3)c2=O)cc1OC | -9% | -8 | -11% | 0
Cc1ccc(-n2nc3c(=O)n(CC(=O)c4ccc(F)cc4)nc(C)c3c2C)cc1 | -7% | · | · | 11
Cc1ccc(-n2c(Cc3cccn3C)nnc2SCC(=O)NC2CCCCC2)cc1 | -7% | -17 | -16% | -23

New compounds follow
compound | ALOX12 inhib | IMPase cell inh | 15-hLO-2 inh | PNC assembly inh
CC(C)(C)c1ccc(C(=O)NNC(=S)NCC2CCCO2)cc1 (configuration not stated) | -1% | · | · | 3
COc1ccc(N2CCN(C(=O)C3CC(O)CN3S(=O)(=O)c3ccc([N+](=O)[O-])cc3)CC2)cc1 (configuration not stated) | 1% | · | · | 36
O=C(O)C1C2C=CC(C2)C1C(=O)NCc1ccoc1 (configuration not stated) | 0% | -6 | 0% | 20
COC(=O)COc1cccc2c(=O)n(CC(=O)N3CCCc4ccccc43)ccc12 | -6% | -5 | 7% | 29
Clc1ccc(-c2nnc(CSc3nnc(-c4cccs4)n3Cc3ccccc3)o2)cc1 | -3% | · | · | -11
O=C(Nc1nc2ccc(F)cc2s1)C1CCN(S(=O)(=O)c2cc([N+](=O)[O-])ccc2Cl)CC1 | -16% | · | · | -1
COc1ccc(-n2nc(C(=O)NCc3ccco3)c3c4ccccc4n(C)c3c2=O)cc1 | 3% | · | · | -13
C=CCn1cc(/C=N/Nc2nc3ccccc3[nH]2)c2ccccc21 | -26% | 4 | · | -4
Cc1cc(Cc2cc(C)cc(C(C)(C)C)c2O)c(O)c(Cc2cc(C)cc(C(C)(C)C)c2O)c1 | -14%[11.4 µM] | · | -25%[11.4 µM] | ·
CN1CCc2c(sc3c2c(=O)n(-c2ccccc2)c2n[nH]c(=S)n32)C1 | 1% | -1 | 4% | ?

Reformatted: 4 of the compounds above
Below each SMILES – ALOX12 inhib, IMPase cell inh, 15-hLO-2 inh, PNC assembly inh
> Clc1ccc(-c2nnc(CSc3nnc(-c4cccs4)n3Cc3ccccc3)o2)cc1
 : -3%, ·, ·, -11
> O=C(O)C1C2C=CC(C2)C1C(=O)NCc1ccoc1 (configuration not stated)
 : 0%, -6, 0%, 20
> O=C(Nc1nc2ccc(F)cc2s1)C1CCN(S(=O)(=O)c2cc([N+](=O)[O-])ccc2Cl)CC1
 : -16%, ·, ·, -1
> C=CCn1cc(/C=N/Nc2nc3ccccc3[nH]2)c2ccccc21
 : -26%, 4, ·, -4

Next section:
compound | ALOX12 inhib | IMPase cell inh | 15-hLO-2 inh | PNC assembly inh
COc1ccc(/C=N/NC(=O)c2cc(-c3ccccc3OC(C)C)nc3ccccc23)cc1CN1CCOCC1 | -1% | · | · | ?
Cc1cc(C)n(CC(=O)Nc2ccccc2)n1 | 4% | 7 | ? | 56
N#C/C(=C\c1ccc(-c2ccc(Br)cc2)o1)C(=O)NCCc1c[nH]c2ccccc12 | 1% | · | · | 3
CN(C)C(=S)SC(=S)N(C)C | -3%[0.00818 µM] | · | -3%[0.0915 µM] | ·
O=C(Cc1ccccc1)N/N=C/c1cc2c(cc1Cl)OCO2 | 3% | · | · | 37
CCOC(=O)C(C)Oc1c(Br)cc(C2NC(=O)NC(C)=C2C(C)=O)cc1OCC (configuration not stated) | -2% | -10 | 8% | -4
CCCn1c(=N)n(CC(O)COc2cccc(C)c2)c2ccccc21 (configuration not stated) | 2% | 4 | · | 23
Cc1ccc(-c2noc(CN(C(=O)c3cccc(Br)c3)C(C)C)n2)cc1 | 1% | 1 | -1% | 27
CC(C(=O)N=c1sc2ccccc2n1C)N1C(=O)C2CC=CCC2C1=O (configuration not stated) | 2% | -10 | 3% | ?
CC(=O)Nc1c(O)nc(SCc2ccc(Cl)cc2)[nH]c1=O | 1% | · | · | 73

Continuation.
compound | ALOX12 inhib | IMPase cell inh | 15-hLO-2 inh | PNC assembly inh
CCCN(C(=O)c1ccccc1N)c1c(C)n(C)n(-c2ccccc2)c1=O | 0% | ? | -3% | -23
O=C(NCCN1C(=O)S/C(=C\c2ccc(Cl)cc2)C1=O)c1ccc(F)c(S(=O)(=O)N2CCOCC2)c1 | -3% | · | · | 27
COc1ccc(NC(=O)CSc2nc3c(c(=O)n2-c2ccc(C)cc2)SCC3)c(OC)c1 | -1% | · | · | 2
O=c1c2c3c(sc2nc(NCCO)n1Cc1ccco1)CCCCC3 | 0% | 6 | · | ?
O=C(O)[C@@H](O)[C@@H](O)[C@H](O)[C@H](O)CO | 2%[11.4 µM] | · | -8%[11.4 µM] | ·
CC(=O)OC(C#CCN1CCOCC1)c1ccccc1 (configuration not stated) | -2% | 12 | -3% | 3
NS(=O)(=O)c1ccc(NC(=O)CSc2nnc(-c3cnccn3)n2-c2ccccc2)cc1 | -6% | -4 | -13% | -16
CCN1CCN(CCNC(=O)CSCc2nc(-c3ccc(OC)c(OC)c3)oc2C)CC1 | 4% | -1 | 5% | -1
COc1ccc(CNC(=O)C(C)OC(=O)c2cccn2C)cc1 (configuration not stated) | 0% | -2 | -21% | -3
Cc1ccccc1-c1cc(-c2ccccc2O)on1 | -8% | 11 | -4% | 6

Pulled by structure from above (four):
compound | ALOX12 inhib | IMPase cell inh | 15-hLO-2 inh | PNC assembly inh
CCOC(=O)c1c(C)[nH]c2ccc(O)cc12 | -6% | 1 | -7% | 20
COc1ccc(N2CCN(C(=O)C3CC(O)CN3S(=O)(=O)c3ccc([N+](=O)[O-])cc3)CC2)cc1 (configuration not stated) | 1% | · | · | 36
COc1ccc(Cn2nnc3c(=O)[nH]c(C(=O)NCCc4ccc(F)cc4)nc32)cc1OC | -4% | 7 | -3% | 3
O=C(Nc1ccccc1N1CCOCC1)c1ccc2ccccc2n1 | -4% | 8 | 0% | 0

(listing goes on)
compound | ALOX12 inhib | IMPase cell inh | 15-hLO-2 inh | PNC assembly inh
O=C1CCC([N+](=O)[O-])C(c2cc3c(cc2Br)OCO3)N1 (configuration not stated) | -1% | · | · | -17
O=C(Nc1ccc2c(c1)OCCO2)C1CCN(S(=O)(=O)c2cccs2)CC1 | -4% | -6 | -5% | 1
Cc1ccc(C(=O)CSc2nnc(CNc3nc(-c4ccccc4)cs3)n2C)cc1 | -8% | -1 | 30%[activator] | 12
CCOc1ccc(C(=O)N/N=C(\c2ccccc2)c2ccccn2)cc1 | -6% | 12 | 38%[activator] | ?
COc1cccc(N2CCN(c3ncnc4c3[nH]c3ccc(F)cc34)CC2C)c1 (configuration not stated) | -7% | 15 | 30%[activator] | 69
O=C(CCCc1ccccc1)c1ccc2c(c1)OCCO2 | -8% | 1 | · | ?
COc1ccc(-n2c(-c3cccc(OC)c3)nc(=S)c3c2CCCC3)cc1 | 4% | ? | ? | -23
